# TrxR1 substrate – is turned over as a substrate by rat TrxR1; O89049; purified TrxR1 substrate turnover, NADPH consumption readout; Potency, µM (highest dose often 114 µM), inactives show at the highest dose activity change, negative = substrate turnover; hit rate 0.01% among 390,000; further: potency means the concentration at half of the fitted maximal effect; on the % scale 0 is the no-effect control and ±100 the full control effect; nearly all actives have a fitted effect of over 50% in size
#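 Rat TrxR1, dispensed at 90 nM, was prereduced with 400 uM NADPH (final) for 5 min at ~22 deg C, then incubated with compound 15 min before 400 uM selenite. A first-read NADPH fluorescence drop versus no-compound background flagged substrates.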
# LDHA block – LDHA (human) enzyme inhibition | purified LDHA, NADH/diaphorase-resazurin fluorescence; hits give low values | hit rate 0.15% among 480,000 | P00338 | activity change, % (values are at about 110 or 230 µM); in the data active means activity change below about -30%; inconclusive means mostly about -25% to -30%;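 further: plate controls were DMSO wells for no effect and wells without enzyme for full effect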
#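 Remaining NADH was detected by diaphorase (0.133 mg/mL) converting 37 µM resazurin to fluorescent resorufin, read at 0 and 20 minutes. The preceding 5-minute room-temperature reaction used 2 nM LDHA, 0.2 mM sodium pyruvate and 0.06 mM NADH at pH 7.4.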
# GRP78 ERSR act – ER stress response induction in glioma. hit rate 0.02% among 420,000. AID 602332. Potency, µM, without a hit: top-dose activation, most hits filed as activators. U87-MG GRP78 promoter luciferase reporter, 16 h; further: potency means the concentration at half of the fitted maximal effect; series mostly up to about 76 µM; % of control where 0% means no effect; nearly all actives have a fitted effect of over 35% in size
#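 Stably transfected U87-MG glioma cells carrying a GRP78-based luciferase sensor; 16 h compound incubation. Luminescence end-point read 10 min after Bright-Glo addition at room temperature.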
# mIDH1 inhibitor – inhibitors of human mutant IDH1 R132H | AID 602179 | O75874 | hit rate 0.093% among 390,000 | IDH1-R132H enzyme, NADPH consumption, diaphorase/resazurin fluorescence | Potency, µM (titrated, usually from 76.6 µM), inactives show at the top dose activity change, negative = inhibition, usual class: inhibitors; further: potency means the concentration at half of the fitted maximal effect; on the % scale 0 is the no-effect control and ±100 the full control effect; nearly all actives have a fitted effect of over 65% in size
#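 IDH1-R132H (0.5 ug/mL dispensed) in pH 7.5 Tris buffer was preincubated 30 min with compound, then given a substrate mix of 0.016 mM NADPH and 2 mM alpha-KG for 80 min at room temperature; remaining NADPH was read by diaphorase/resazurin fluorescence.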
# Vif-A3G inh – inhibitors of Vif-APOBEC3G interaction. HeLa A3G-eYFP + Vif (tagged APOBEC3G with the HIV-1 protein that degrades it), YFP fluorescence, overnight. Q9HC16. Potency, µM (doses to about 46.1 µM), inactives show at the top dose activity, negative = active, hits mostly inhibitors. AID 602310. hit rate 0.076% among 410,000;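 further: potency means the concentration at half of the fitted maximal effect; on the % scale 0 is the no-effect control and ±100 the full control effect; nearly all actives have a fitted effect of over 60% in size; hits raise eYFP signal because A3G escapes Vif-driven loss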
# Target sequence (Q9HC16 whole entry, looked up): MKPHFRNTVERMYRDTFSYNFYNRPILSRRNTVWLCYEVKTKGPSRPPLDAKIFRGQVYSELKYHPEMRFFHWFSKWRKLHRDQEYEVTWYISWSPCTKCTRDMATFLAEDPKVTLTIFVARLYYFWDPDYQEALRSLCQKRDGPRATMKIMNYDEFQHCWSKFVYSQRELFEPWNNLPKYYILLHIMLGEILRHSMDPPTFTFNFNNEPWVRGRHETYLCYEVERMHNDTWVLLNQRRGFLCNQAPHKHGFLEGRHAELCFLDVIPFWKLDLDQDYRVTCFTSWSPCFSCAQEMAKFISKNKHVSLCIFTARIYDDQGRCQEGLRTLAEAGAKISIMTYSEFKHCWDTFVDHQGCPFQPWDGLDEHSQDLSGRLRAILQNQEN
#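 Read-out is eYFP fluorescence (Ex 488/Em 500-530) from Vif-expressing HeLa A3G-eYFP cells; more signal means A3G escaped Vif-mediated degradation. Cells plated overnight, compound pinned in, incubated overnight at 37 deg C.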
# USP1 inh – blocks the human USP1/UAF1 deubiquitinase complex | recombinant USP1/UAF1, Ub-Rhodamine cleavage fluorescence | Potency, µM (titrated, usually from 57.1 µM), for inactives: top-dose activity change, negative = inhibition, hits mostly inhibitors | O94782 | hit rate 0.23% among 390,000; further: potency means the concentration at half of the fitted maximal effect; on the % scale 0 is the no-effect control and ±100 the full control effect; nearly all actives have a fitted effect of over 60% in size; inactives centre near -12
#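 USP1/UAF1 complex (1 nM) preincubated 15 min at room temperature with compound, then Ub-Rho substrate (150 nM final) added. Kinetic fluorescence at 480/540 nm over 6 reads at 60 s intervals; 50 mM HEPES pH 7.8, 0.5 mM EDTA, 0.1 mg/ml BSA, 1 mM TCEP, 0.01% Tween-20.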
# PI4K2A inh – inhibitors of human PI4K2A; purified PI4K2A, ADP-Glo luminescence, 1 h; hits give low values; activity change, negative = inhibition, % at 76.9 µM; hit rate 0.13% among 420,000; Q9BTU6; in the data active means activity change below about -50%; inconclusive means mostly about -30% to -49%;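 further: -100% = wells without enzyme as full effect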
#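 ADP-Glo luminescence measured ADP generated by PI4K2A enzyme (4 ug/mL before mixing) with 1.2 mM PI substrate (pre-mix) and 300 microM ATP (pre-mix). Tris pH7.5 buffer with MgCl2, Triton X-100; 1 h reaction at ambient temperature.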
# RXFP1 agonist – RXFP1 (human) receptor agonism; Q9HBX9; HEK293T-RXFP1 cAMP TR-FRET, 30 min; response scale: percent of porcine relaxin response, buffer zero; Potency, µM (series often up to 57.5 µM), for inactives: at the highest dose activation, actives largely listed as activators; hit rate 0.3% among 370,000; AID 2676; further: potency means the concentration at half of the fitted maximal effect; on the % scale 0 is the no-effect control and ±100 the full control effect; nearly all actives have a fitted effect of over 60% in size; many of its hits are not listed in these tables
# Target sequence (Q9HBX9 whole entry, looked up): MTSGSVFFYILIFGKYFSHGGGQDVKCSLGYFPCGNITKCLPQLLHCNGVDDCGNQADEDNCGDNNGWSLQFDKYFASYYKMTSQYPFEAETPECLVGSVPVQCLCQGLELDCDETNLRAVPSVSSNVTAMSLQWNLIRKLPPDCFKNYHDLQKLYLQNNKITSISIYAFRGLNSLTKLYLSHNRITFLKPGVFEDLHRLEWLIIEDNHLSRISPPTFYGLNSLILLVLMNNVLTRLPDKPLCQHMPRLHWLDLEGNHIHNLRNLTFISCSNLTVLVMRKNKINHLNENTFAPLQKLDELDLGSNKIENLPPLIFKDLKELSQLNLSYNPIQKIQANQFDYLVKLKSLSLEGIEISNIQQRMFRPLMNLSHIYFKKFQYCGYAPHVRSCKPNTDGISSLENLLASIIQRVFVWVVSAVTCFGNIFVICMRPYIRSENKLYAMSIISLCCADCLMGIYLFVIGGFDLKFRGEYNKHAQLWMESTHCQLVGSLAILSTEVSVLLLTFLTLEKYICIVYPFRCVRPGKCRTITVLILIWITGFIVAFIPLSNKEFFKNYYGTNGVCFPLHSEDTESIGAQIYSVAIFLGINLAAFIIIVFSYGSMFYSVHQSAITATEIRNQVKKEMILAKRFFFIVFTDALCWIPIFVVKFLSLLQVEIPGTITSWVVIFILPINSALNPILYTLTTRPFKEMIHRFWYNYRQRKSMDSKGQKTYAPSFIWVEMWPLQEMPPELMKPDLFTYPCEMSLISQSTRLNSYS
#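 Agonist response is measured as cAMP accumulation in an RXFP1-transfected HEK293T line under PDE4 inhibition. Values are scaled between buffer-only and 29 nM porcine relaxin, and EC50s come from standard Hill equation fits.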
# Vif-A3F inh – Vif-A3F binding inhibition; hit rate 0.2% among 390,000; HeLa A3F-eYFP + Vif (tagged APOBEC3F with the HIV-1 protein that degrades it), YFP fluorescence increase; Potency, µM (series often up to 46.1 µM), for the others: at the top dose activity, negative = active; further: potency means the concentration at half of the fitted maximal effect; % of control where 0% means no effect; nearly all actives have a fitted effect of over 65% in size
#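 Fluorescence increase (Ex 488/Em 500-530) after overnight compound treatment at 37 deg C flags inhibition of Vif-driven A3F-eYFP loss in stable HeLa A3F-eYFP/Vif cells seeded overnight beforehand.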
# * hit, by the source's call; ? = inconclusive; . = no result given; & = joins results of further samples; [ ] = remark or other dose. Unless noted, the call rests on the fitted dose curve; in most records, active means well fitted curve in the direction sought with a large enough effect; inconclusive means small, poorly fitted or top-dose-only effect, or another doubt; inactive means no such curve, though single readings can be large; an effect the other way counts as inactive or inconclusive.
SMILES,TrxR1 substrate,LDHA block,GRP78 ERSR act,mIDH1 inhibitor,Vif-A3G inh,USP1 inh,PI4K2A inh,RXFP1 agonist,Vif-A3F inh
O=C(C[C@H]1C/C=C\CC[C@H](Cc2ccc(F)cc2)C(=O)OC[C@H]2CCCN2C1=O)N[C@H](CO)Cc1ccccc1,1%,-4,6%,4%,-3%,-14%,-2,.,6%
CSc1ccccc1C(=O)Nc1ccc2c(c1)OCCO2,7%[57.1 µM],-3,5%,8%,-9%,-18%,-3,0.4%,-2%
COC(=O)c1ccc(C(=O)OC)c(NC(=O)CN(C)Cc2ccc(Cl)c(Cl)c2)c1,2%,0,0%,0%,-1%,-29%,-2,0.3%,-9%
Cc1cc(CNC(=O)C(C)Cc2ccccc2)nn1C (configuration not stated),-1%[57.1 µM],-3,-4%,-3%,4%,-2%,3,1.8%,5%
COc1ccccc1CC(=O)NNC(=O)c1cccs1,6%,3,0%,0%,6%,-13%,-3,-1.7%,-1%
COc1cc(NC(=O)C2CCCN(c3ncnc4c3nc3n4CCCCC3)C2)cc(OC)c1OC (configuration not stated),4%,-3,-1%,-1%,-7%,-9%,3,0.3%,4%
CCn1c(Cc2ccccc2)nnc1SCC(=O)Nc1ccccc1F,6%,1,-2%,3%,1%,-18%,-1,-1.1%,-12%
COc1ccc(S(=O)(=O)N2CCCC2)c2ccccc12,-1%,-1,-4%,16%,-3%,-13%,0,-4.2%,-13%
O=[N+]([O-])c1ccccc1S(=O)(=O)N(CC1CO1)c1ccccc1 (configuration not stated),3%,5,0%,10%,-6%,-25%,-1,1.0%,-28%
CCC(C)NC(=O)CSc1c2c(nc3cc(Cl)ccc13)CCCC2 (configuration not stated),-6%,-2,-3%,32%[activator],-2%,-22%,-2,20%,?

# Record cards, from the list above:
# COC(=O)c1ccc(C(=O)OC)c(NC(=O)CN(C)Cc2ccc(Cl)c(Cl)c2)c1 in the list: TrxR1 substrate = 2%; LDHA block = 0; GRP78 ERSR act = 0%; mIDH1 inhibitor = 0%; Vif-A3G inh = -1%; USP1 inh = -29%; PI4K2A inh = -2; RXFP1 agonist = 0.3%; Vif-A3F inh = -9%
# O=[N+]([O-])c1ccccc1S(=O)(=O)N(CC1CO1)c1ccccc1 (configuration not stated) in the list: TrxR1 substrate = 3%; LDHA block = 5; GRP78 ERSR act = 0%; mIDH1 inhibitor = 10%; Vif-A3G inh = -6%; USP1 inh = -25%; PI4K2A inh = -1; RXFP1 agonist = 1.0%; Vif-A3F inh = -28%

# (listing goes on)
SMILES,TrxR1 substrate,LDHA block,GRP78 ERSR act,mIDH1 inhibitor,Vif-A3G inh,USP1 inh,PI4K2A inh,RXFP1 agonist,Vif-A3F inh
COc1ccc(C(=O)N2CCN(Cc3ccccc3[N+](=O)[O-])CC2)cc1,-2%,-22,0%,-1%,1%,-14%,-1,1.1%,-7%
CC(=O)c1ccc(S(=O)(=O)N2CCN(C(=O)CSc3ccc(F)cc3)CC2)cc1,-5%,-4,5%,-3%,-2%,6%,1,2.7%,10%
COc1ccc(NC(=O)N(C)C[C@H]2Oc3c(NS(=O)(=O)c4cccs4)cccc3C(=O)N([C@H](C)CO)C[C@@H]2C)cc1,-3%,0,-3%,6%,3%,-15%,1,.,0%
C=C1c2ccccc2O[C@H](C(=O)OCC)[C@H]1OC,3%,1,-3%,6%,2%,-28%,5,.,7%
O=C(CSc1nccn1-c1cccc(Cl)c1)Nc1ccc2c(c1)OCCO2,-1%,-15,-3%,-3%,0%,?,-7,0.4%,6%
CC1(C)CN(Cc2cccnc2)C(=O)[C@H]1CC(=O)Nc1ccc(Br)cc1,.,0,-5%,4%,1%,-11%,2,.,1%
CCn1c(Cc2ccc(OC)cc2)nnc1SCC(=O)NC1CCCCC1,-5%,0,1%,5%,3%,7%,-3,0.4%,-5%
O=C(NCC(c1ccco1)N1CCN(c2ccccc2F)CC1)c1ccco1 (configuration not stated),-5%,-6,-2%,5%,-1%,-8%,-2,2.3%,-26%
CC(Sc1ncnc2sccc12)C(=O)Nc1ccc(S(=O)(=O)N2CCOCC2)cc1 (configuration not stated),0%,-11,-1%,-2%,-7%,-15%,0,.,1%
CN(C)c1ccc(CNC(=O)C2CCN(c3nc4ccccc4[nH]3)CC2)cc1,-3%[57.1 µM],-2,-1%,-18%,3%,-33%,1,-1.4%,1%
CCC(NC(=O)Cc1c(C)c2cc3c(cc2oc1=O)OC(C)(C)CC3)C(=O)O (configuration not stated),382%[activator],-3,0%,2%,0%,-16%,-4,1.2%,6%
Cc1ccc(Cl)cc1N1C(=O)CC(Sc2ccccc2N)C1=O (configuration not stated),.,-6,-3%,-9%,1%,-27%,-8,.,4%
CCNc1ccc(C(=O)OCC(=O)NC(=O)NCC(C)C)cc1[N+](=O)[O-],5%[57.1 µM],-3,3%,7%,-2%,?,8,2.9%,10%
Clc1ccccc1-c1nnc(COc2ccccc2)o1,-2%,0,-1%,6%,4%,-17%,1,-1.2%,-7%
O=C(CCCc1ccccc1)NCc1ccc(Cl)cc1,-4%,-7,5%,-8%,3%,-6%,2,0.6%,9%
CCOc1ccc2c(CC)cc(=O)oc2c1OCC,11%,-10,-2%,6%,-1%,-19%,-2,2.5%,8%
CCOc1ccccc1NC(=O)CSc1nc2c(sc3ccccc32)c(=O)n1CCCC(=O)NC1CCCC1,4%,-9,-4%,-18%,-1%,-5%,-3,1.1%,?
CC(CC(=O)O)CC(=O)Nc1ccccc1C(=O)O (configuration not stated),6%,-6,-1%,11%,-2%,-15%,-6,-0.6%,3%
CCCCn1c(=N)n(CC(=O)c2ccco2)c2ccccc21,10%,-7,1%,-1%,-6%,1%,-3,0.7%,-5%
CSc1ccc(N2CCN(CCCNC(=O)Nc3ccccc3F)CC2)cc1,-2%,-12,1%,-5%,2%,-11%,-1,0.4%,-5%
CCOC(=O)C1=C(O)C(=O)N(c2ccccc2)C1c1cccc([N+](=O)[O-])c1 (configuration not stated),3%,-5,0%,11%,1%,-8%,-8,-4.0%,-2%
CCC(C)C(NS(=O)(=O)c1ccc(C)cc1)C(=O)O (configuration not stated),5%,-6,2%,10%,-9%,-6%,1,-0.2%,14%
Cc1ccc(C(=O)Nc2ccccc2C(=O)N2CC3(C)CC2CC(C)(C)C3)cc1 (configuration not stated),-5%,-1,-7%,1%,1%,-4%,0,0.6%,-4%
COc1ccccc1CNC(=O)Cn1c(-c2ccc(F)cc2)cc(C(C)=O)c1C,3%[57.1 µM],-7,-3%,-12%,-1%,-10%,-2,3.6%,-8%
CCCN(CCC)c1ncnc2nc[nH]c12,5%,-6,1%,7%,6%,-25%,-10,0.2%,-2%
CN(C)S(=O)(=O)c1cccc(C(=O)N2CCN(S(=O)(=O)c3ccc4c(c3)OCCO4)CC2)c1,.,-3,-4%,-4%,1%,-17%,4,.,1%
CC1CCN(S(=O)(=O)c2cccc(C(=O)N(C)C3(C)CCS(=O)(=O)C3)c2)CC1 (configuration not stated),-4%,-2&-8,-5%&-4%,1%&-10%,3%&1%,-13%&-11%,-4&-4,-2.0%&0.1%,-2%&1%
COc1cc(C2c3[nH]c4ccccc4c3C[C@H]3C(=O)N(CCO)CC(=O)N23)cc(OC)c1OC (some centres not stated),9%[57.1 µM],-3,-1%,-6%,-7%,-20%,3,-0.2%,?
COc1ccc2c(c1)CCc1c(C(=O)N(C)c3ccccc3)noc1-2,-3%,-8,9%,-11%,-13%,-10%,-1,0.3%,0%
CC(=O)Oc1cc(OC(C)=O)c2c(C)cc(=O)oc2c1,102%[activator][57.1 µM],3,-2%,4%,-1%,-16%,8,20%,4%
Cc1ccc(F)cc1NC(=O)Nc1cc(C(C)(C)C)nn1C,3%[57.1 µM],5,-7%,3%,-1%,-24%,-2,-0.8%,2%
O=C(NCc1ccccn1)Nc1ccc(Cl)cc1Cl,-13%,-8,5%,-4%,2%,-6%,-2,-2.0%,-7%
CC(=O)COc1cc(C)cc2oc(=O)c(C)c(C)c12,67%[activator],-2,-5%,7%,-5%,-10%,3,3.9%,-2%
C=CCn1c(O)c(N=NC(=S)Nc2ccccc2C)c2cc(S(=O)(=O)N3CCOCC3)ccc21,1%[57.1 µM],3,-5%,16%,?,?,-1,-1.1%,?
O=C(CCC(=O)Nc1ccc(F)cc1)N/N=C/c1cccc(Br)c1,10%,-10,-1%,48%[activator],0%,-12%,-1,0.0%,4%
COc1cccc(C2=NOC(C(=O)N3CCOCC3)C2)c1 (configuration not stated),-3%,-1,1%,3%,-1%,-1%,1,0.6%,-17%
NS(=O)(=O)c1ccc(CNC(=O)/C=C/c2ccccc2[N+](=O)[O-])cc1,-5%[57.1 µM],-5,-1%,-2%,1%,-10%,5,-0.7%,-6%
COc1ccc2c(=O)c3c(=O)n(-c4ccccc4)c(-c4ccc(C)cc4)nc3oc2c1,12%[57.1 µM],2,-1%,1%,-3%,-13%,1,21%,-14%
CC(=O)N1c2ccc(S(=O)(=O)N3CCC(C(=O)N4CCN(c5ccc(Cl)cc5)CC4)CC3)cc2CC1C (configuration not stated),-7%,-17,-2%,-9%,1%,-7%,-4,0.6%,-3%
CCc1nnc(NC(=O)CSc2nncc(=O)n2N)s1,-7%,1,-6%,7%,-3%,-9%,-1,-0.3%,-1%
CCNC(=O)/C(=C/c1ccco1)NC(=O)/C=C/c1ccccc1,-10%[57.1 µM],8,-3%,1%,1%,0%,-4,-1.5%,4%

# The list is partial; the hit share may differ from the screen's.
